# Screening data: PubChem BioAssay, The Scripps Research Institute Molecular Screening Center
# pPAFAH inh = pPAFAH (human) enzyme inhibition; Q13093; recombinant pPAFAH, FP-rhodamine probe fluorescence polarization; inhibition, % at 3.39 µM; 330,000 compounds, 1.5% hits; AID 463082;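 active means inhibition above the mean inhibition across the screen plus 3 SD, cut at about 25% in these data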;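 further: inhibitors block binding of the rhodamine activity-based probe so polarization drops; 0% = enzyme with DMSO and 100% = wells lacking pPAFAH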
# PREPL inh = inhibitors of human prolyl oligopeptidase-like enzyme PREPL. Q4J6C6. recombinant PREPL, fluorescence polarization activity-based probe. inhibition, % at 5.96 µM. 320,000 compounds, 0.68% hits. AID 2751; in the data active means inhibition above about 43%;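 further: 0% = enzyme with DMSO and 100% = wells lacking enzyme; many of its hits are not listed in these tables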
# GSTO1 inh = blocks human GSTO1 in RBBP9 counter-screen | 300,000 compounds, 1.1% hits | inhibition, % at 5.96 µM | AID 1974 | recombinant GSTO1, activity-based probe fluorescence polarization;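 active means inhibition above the campaign mean inhibition plus 3 SD, cut at about 35% in these data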;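 further: 0% = GSTO1-1 with DMSO and 100% = wells lacking GSTO1-1 enzyme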
# Target sequence (P78417 whole entry, looked up): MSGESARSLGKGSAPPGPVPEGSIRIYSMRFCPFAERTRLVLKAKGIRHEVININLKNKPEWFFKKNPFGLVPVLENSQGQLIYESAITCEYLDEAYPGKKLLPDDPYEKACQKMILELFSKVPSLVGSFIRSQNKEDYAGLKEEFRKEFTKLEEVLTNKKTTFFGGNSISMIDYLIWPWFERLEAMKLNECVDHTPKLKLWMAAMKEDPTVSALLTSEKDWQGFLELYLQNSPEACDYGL
# LYPLA2 inh = LYPLA2 (human) inhibition in PME1 counter-screen; O95372; recombinant LYPLA2, FP-Rh probe fluorescence polarization; inhibition, % at 5.9 µM; 320,000 compounds, 0.38% hits; AID 2177;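 active means inhibition above the screen-wide mean plus 3 SD, limit set per campaign, cut at about 26% in these data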;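 further: 0% = LYPLA2 with DMSO and 100% = wells lacking LYPLA2 enzyme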
# LYPLA1 counter = blocks human lysophospholipase 1, a PME1 counter-screen | recombinant LYPLA1, FP-Rh probe fluorescence polarization | 320,000 compounds, 0.16% hits | inhibition, % at 5.9 µM | O75608;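 active means inhibition above the mean of all tested compounds plus 3 SD, set per campaign, cut at about 14% in these data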;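 further: inhibitors block serine hydrolase probe labeling of LYPLA1 so polarization falls; 0% = enzyme with DMSO and 100% = wells lacking LYPLA1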
# PAFAH2 inh = PAFAH2 (human) inhibition | 340,000 compounds, 0.99% hits | inhibition, % at 3.39 µM | recombinant PAFAH2, FP-rhodamine activity probe, fluorescence polarization | AID 492956 | Q99487;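 active means inhibition above the mean over all tested compounds plus 3 SD, cut at about 30% in these data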;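 further: inhibitors block probe labeling of enzyme so polarization drops; 0% = enzyme with DMSO and 100% = wells lacking PAFAH2 protein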
# PAFAH1B3 inh = PAFAH1B3 (human) inhibition. Q15102. recombinant PAFAH1B3, FP-rhodamine probe, fluorescence polarization. inhibition, % at 3.39 µM. 340,000 compounds, 0.28% hits;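 active means inhibition above the screen-wide average of all tested compounds plus 3 SD, cut at about 25% in these data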;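 further: 0% = enzyme with DMSO only and 100% = wells lacking PAFAH1B3 protein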
# PAD4 inh = PAD4 (human) enzyme inhibition. inhibition, % at 6.36 µM. recombinant PAD4, RCA probe fluorescence polarization. Q9UM07. 330,000 compounds, 0.41% hits;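 active means percent inhibition above a cutoff equal to the mean of all tested compounds plus 3 SD, cut at about 15% in these data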;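 further: 0% = PAD4 with RCA probe and DMSO and 100% = probe without PAD4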
# Target sequence (Q9UM07 whole entry, looked up): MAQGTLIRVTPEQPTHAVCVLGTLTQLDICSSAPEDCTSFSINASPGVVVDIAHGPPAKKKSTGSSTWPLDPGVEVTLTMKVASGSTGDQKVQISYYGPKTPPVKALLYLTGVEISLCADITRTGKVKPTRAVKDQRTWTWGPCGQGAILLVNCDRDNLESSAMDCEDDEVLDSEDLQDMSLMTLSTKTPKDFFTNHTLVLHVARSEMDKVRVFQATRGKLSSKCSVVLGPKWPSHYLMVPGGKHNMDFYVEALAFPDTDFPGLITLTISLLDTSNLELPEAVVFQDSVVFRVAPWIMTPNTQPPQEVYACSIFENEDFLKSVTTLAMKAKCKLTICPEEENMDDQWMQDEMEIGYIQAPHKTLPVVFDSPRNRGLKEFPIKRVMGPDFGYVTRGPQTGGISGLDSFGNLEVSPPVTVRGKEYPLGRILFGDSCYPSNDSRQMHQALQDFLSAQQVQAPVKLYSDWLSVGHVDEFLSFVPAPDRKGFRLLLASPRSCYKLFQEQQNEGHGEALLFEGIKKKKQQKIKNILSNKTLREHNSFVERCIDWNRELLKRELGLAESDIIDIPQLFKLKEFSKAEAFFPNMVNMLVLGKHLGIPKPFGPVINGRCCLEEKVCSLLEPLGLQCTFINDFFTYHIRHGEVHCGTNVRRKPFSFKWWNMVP
# PAFAH1B2 FP inh = blocks human PAF acetylhydrolase 1b catalytic subunit 2 | inhibition, % at 3.39 µM | recombinant PAFAH1B2, FP-rhodamine activity probe, fluorescence polarization | 340,000 compounds, 1.2% hits;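 active means inhibition above the mean of all tested compounds plus 3 SD, cut at about 24% in these data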;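 further: 0% = enzyme with DMSO and 100% = wells lacking PAFAH1B2; many of its hits are not listed in these tables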
# Starred values were filed as active, the others as inactive; · = not tested or not shown.
molecule,pPAFAH inh,PREPL inh,GSTO1 inh,LYPLA2 inh,LYPLA1 counter,PAFAH2 inh,PAFAH1B3 inh,PAD4 inh,PAFAH1B2 FP inh
CCCCC1CCC(C(=O)N2CCOCC2)CC1 (centres undefined),5,2,-5,-2,-4,8,7,0,2
CCc1noc(C)c1C(=O)N1CCCC1,2,14,1,3,0,10,5,-4,2
O=C(CSc1nnc(Cc2ccsc2)o1)c1ccccc1,-6,6,10,-7,0,·,·,-2,·
COc1ccc(-c2nnc3sc(-c4cccs4)nn23)cc1OC,-4,-11,-11,4,3,3,1,-4,3
Cc1[nH]c2ccccc2c1C(=O)C(=O)NCCCn1ccnc1,1,1,1,7,-1,-3,4,-1,3
COc1ccc(N2C(=O)CS(=O)C(c3ccccc3)C2=O)cc1 (centres undefined),-6,4,11,0,-2,-12,4,-3,-1
CC(=O)c1ccc(C(=O)N2CCC(CO)(Cc3cccc(C(F)(F)F)c3)CC2)cc1,6,-1,0,5,-1,0,9,0,5
CCCCOC(=O)CCn1[nH]c(=O)c2ccccc2c1=O,7,6,0,1,5,-4,1,1,2
O=C(COC(=O)COc1ccc(Cl)cc1)NC1CCCC1,17,20,·,9,2,0,-8,1,1
Cc1ccc(-n2c(Cc3cccc4ccccc34)n[nH]c2=S)c(C)c1,1,9,-3,-1,0,4,-1,7,9
O=C(/C=C/c1cc(Br)ccc1F)OCC(=O)N1CCCC1,2,5,·,-5,-3,1,-3,3,3
Cc1ccccc1OCCCC(=O)Nc1ccc2c(c1)OCO2,4,18,3,-2,-3,1,0,-1,-3
CCOC(=O)c1c(C#N)cnn1-c1ccc(C)cc1,1,-10,-4,-1,1,7,7,0,1
Cc1ccc(C(=O)CCC(=O)NN2C(=O)NC3(CCCCC3)C2=O)cc1,13,13,-3,4,3,9,21,0,6
CCOc1ccc(CN2CCC(C(=O)N3CCN(c4ccccc4F)CC3)CC2)cc1OC,-1,1,-8,1,2,-2,9,-2,-1
COc1ccc(-c2cnc(N)nc2-c2ccc(OC)cc2)cc1,5,-4,0,-2,-5,2,4,0,4
COc1ccccc1C1CC(c2cccc(NS(C)(=O)=O)c2)=NN1S(=O)(=O)c1ccccc1 (centres undefined),4,-8,-1,-4,-4,-12,-6,3,-1
CCOc1cc(CNCC(O)c2ccccc2)cc(Cl)c1OC (centres undefined),1,-13,7,5,1,-2,14,-1,2
Cc1cc(C)cc(NC(=O)NNC(=O)c2cc3occc3[nH]2)c1,15,12,-13,0,-5,-3,2,-2,0
Cc1ccc(C)c(NC(=O)CCC(=O)N/N=C/c2ccc[nH]2)c1,6,6,8,1,0,0,2,-3,4
COc1cc(C(=O)NCCSc2ccc(Cl)cc2)cc(OC)c1OC,-3,11,-6,-6,1,3,5,-5,15
O=CNc1ccc(S(=O)(=O)NCc2ccccc2)cc1,2,12,-4,-2,2,2,-2,-3,0
CCc1ccccc1OCC(=O)Nc1nc(-c2cccnc2)cs1,-3,-3,0,0,-3,0,7,3,-6
CC(C)CCNC(=O)CN(C)S(=O)(=O)c1cccc2nsnc12,-2,-8,-1,5,1,-6,4,2,3
CCC(=O)NCCc1nc2cc(NC(=O)c3ccco3)ccc2n1C,1,8,0,2,-3,8,-10,-1,3
COc1ccc(C2c3ccc(O)cc3Oc3ncn(CCN4CCOCC4)c(=N)c32)cc1 (centres undefined),5,-4,0,-3,2,5,7,0,5
O=c1c2cc(NC(=S)NC3CCCC3)ccc2nc2n1CCCCC2,-3,23,-4,1,-2,2,-4,1,8
Cc1ccc2c(COC(=O)C3CSC4(C)CCC(=O)N34)cc(=O)oc2c1C (centres undefined),1,34,·,·,·,1,2,-5,2
Cc1ccc(S(=O)(=O)/N=C(\N)Nc2nc(C)c3cc(C)ccc3n2)cc1,-8,-20,-13,-9,-6,4,0,-7,4
CC1CN(C(=O)COC(=O)CSc2ccc(C(N)=O)cc2[N+](=O)[O-])CC(C)O1 (centres undefined),0,9,2,11,1,2,1,0,0

# Remaining list, next part:
molecule,pPAFAH inh,PREPL inh,GSTO1 inh,LYPLA2 inh,LYPLA1 counter,PAFAH2 inh,PAFAH1B3 inh,PAD4 inh,PAFAH1B2 FP inh
Cc1nn(C)cc1/C=N/NC(=O)Cn1nnc(N)n1,-10,-12,6,3,-2,-3,6,-4,3
O=C(Nc1ccc(Oc2ccccc2)cc1)N[C@@H](Cc1ccccc1)C(=O)O,5,3,2,2,2,4,5,-1,1
CCc1ccc(S(=O)(=O)Nc2cc(SCC(=O)O)c(O)c3ccccc23)cc1,9,13,84*,6,4,22,28*,26*,18
CCOC(=O)CNC(=O)Cn1cnc2sc(C)c(S(=O)(=O)N3CCOCC3)c2c1=O,5,9,5,1,0,0,7,3,2
CC(Nc1ccccc1)C(=O)Nc1ccc(F)cc1 (centres undefined),4,-4,-2,0,3,-8,4,4,1
O=C(O)c1cc(-c2ccc(/C=c3\sc4nc5ccc(Br)cc5n4c3=O)o2)ccc1Cl,7,3,41*,3,7,·,·,-3,·
Cc1nc(-c2ccccc2)ccc1C(=O)O,4,1,0,1,0,-2,7,-3,1
COc1cc(C(=O)NCc2nnc(SCC(=O)Nc3nccs3)o2)cc(OC)c1OC,-3,10,10,-3,-3,0,3,-3,5
O=C(c1ccc([N+](=O)[O-])cc1)N(c1ccccn1)c1ccccn1,3,1,0,2,0,2,6,0,2
O=C(NCc1ccco1)c1ccc2c(=O)n(-c3ccccc3)c(=O)n(Cc3cccc(F)c3)c2c1,-1,-1,0,-8,0,0,-2,-4,4
CCCC(=O)Nc1cc(-c2nn(C)c(=O)c3ccccc23)ccc1N1CCCCC1,7,13,-8,-1,2,1,0,0,2
C#CCCOC(=O)N1C2=NC(C(=O)OC)=C(C(=O)OC)[C@@H]3N(Cc4ccccc4)c4ccccc4[C@]23C[C@H]1C(=O)OC,3,23,3,-9,-3,8,1,1,2
OCC[C@@H]1C[C@H](O)[C@@H](O)[C@]2(OCc3ccccc32)O1,0,0,3,4,5,7,11,-4,1
Cc1n[nH]c(C)c1CCCCOc1ccccc1[N+](=O)[O-],0,-14,8,2,0,-4,0,0,5
Cn1c(CN2CCCC2)nc2cc(NC(=O)c3cccs3)ccc21,0,3,3,1,-3,5,12,1,6
CC(CCc1ccccc1)OS(N)(=O)=O (centres undefined),-2,-2,-1,2,-1,2,-4,0,10
COc1ccc(-c2cc(C(=O)NCc3ccco3)c3ccccc3n2)cc1OC,1,1,-5,6,0,-1,3,0,-3
O=C(Cc1ccc(Br)cc1)Nc1cccc(Cl)c1,-4,0,6,-2,-9,·,·,-1,·
Cc1ccc(Cl)c2c1NC(=O)C2(O)CC(=O)c1ccc(F)cc1 (centres undefined),-2,7,6,4,2,0,5,-3,1
CCC1CCC2(CC1)NC(=O)N(CC(=O)Nc1cccc(S(=O)(=O)N(C)c3ccccc3)c1)C2=O (centres undefined),7,-4,·,-7,-6,-4,-4,2,0
CNc1ncc(C(=O)c2ccc(Cl)c(Cl)c2)s1,3,13,1,-3,-2,2,11,-4,7
Cc1nn(-c2ccc(F)cc2)c(C)c1NS(=O)(=O)c1ccc2ccccc2c1,14,-10,5,-8,-6,-6,1,-1,0
Cc1cc(/C=N/NC(=O)C(O)(c2ccccc2)c2ccccc2)c(C)n1-c1cccc(C(=O)O)c1,22,17,20,2,-3,21,7,-2,5
CSCCC(NC(=O)C1CCC(C)CC1)C(=O)NCc1ccco1 (centres undefined),6,6,-4,2,0,-1,4,-3,1
COc1cc(C(=O)OCC(=O)c2cc(C)n(C)c2C)cc(OC)c1OC,-6,-8,4,-7,-5,-14,7,1,3
O=C(CN1C(=O)C2CCCCC2C1=O)Nc1nc(-c2ccc(F)cc2)cs1 (centres undefined),13,0,2,-4,-6,-2,3,3,-4
CC(OC(=O)c1ccncc1)C(=O)NC1CCCC1 (centres undefined),1,14,3,-2,-1,1,12,-5,8
CCCOc1ccc(Cn2cnc3ccccc32)cc1,-1,3,7,7,2,-6,-4,0,-1
Clc1ccc(-c2nc(-c3ccncc3)no2)c(Cl)c1,4,-6,4,3,-3,4,9,0,5
NC(=O)C1(N2CCCCC2)CCN(CC(=O)Nc2ccccc2-c2ccccc2)CC1,-9,6,7,-1,1,1,-1,-1,6

# (next part)
molecule,pPAFAH inh,PREPL inh,GSTO1 inh,LYPLA2 inh,LYPLA1 counter,PAFAH2 inh,PAFAH1B3 inh,PAD4 inh,PAFAH1B2 FP inh
COCCN(CCOC)c1ncnc2c1cnn2-c1ccccc1,2,2,11,4,1,5,8,1,3
COc1cc(C)ccc1OCc1cc(C(=O)NCc2ccncc2)no1,-3,13,6,3,1,2,7,-3,4
Cc1cccc(N2CC(C)Cn3c2nc2c3c(=O)n(CC(=O)OCc3ccccc3)c(=O)n2C)c1 (centres undefined),15,41,12,-1,2,-2,9,-2,2
Cc1cccc(N=c2oc3cc(O)ccc3cc2C(N)=O)c1,15,-24,4,-5,-1,4,-2,2,5
CCOC(=O)c1cc(-c2ccco2)nc2c1c(C)nn2-c1cccc(Cl)c1,8,0,-6,-1,1,0,1,1,3
COc1ccc(Cl)cc1NS(=O)(=O)c1cccc(C(=O)NCC2CCCO2)c1 (centres undefined),2,5,4,-1,-1,13,8,0,-3
Cc1ccccc1-c1nc(S(=O)(=O)c2ccc(Cl)cc2)c(NCCN2CCOCC2)o1,4,-9,3,3,-2,3,10,0,4
CC(C(=O)NCCS(=O)(=O)c1ccc(Br)cc1)S(=O)(=O)c1ccc(Cl)cc1 (centres undefined),5,7,0,-4,1,3,4,-5,18
COc1ccc2ccn(C)c2c1,1,17,·,4,1,-3,7,-3,-4
COc1ccc(-n2ncc3c2CC(C)(C)CC3NC(=O)c2ccc(OC)o2)cc1 (centres undefined),3,5,-7,-6,-2,-3,2,-1,-1
CN1CCCN(C(=O)C2CCC(C(=O)N3CCCN(C)CC3)CC2)CC1 (centres undefined),-2,8,8,-2,-2,3,-1,-2,0
O=C1c2cccnc2Oc2ccc(Cl)cc2N1Cc1ccc(F)cc1,0,-7,5,-6,-6,-5,1,-1,5
O=C(CNC(=O)C(c1ccccc1)c1ccccc1)N/N=C\c1ccc2c(c1)OCO2,3,1,-2,-8,-8,-2,7,-2,2
CCCCc1nc2cc(C(=O)NCc3ccccn3)ccc2o1,5,3,3,-4,1,1,13,-2,0
COc1cc(C(=O)Nc2cc(C)cc(C)c2)c(-n2cnnn2)cc1OC,1,-7,2,1,-3,5,15,-5,11
Cn1c(=O)c2c(ncn2CC(=O)OCC(=O)Nc2ccc(Cl)cc2)n(C)c1=O,2,12,-1,12,9,-3,4,1,3
O=C(c1ccncc1)N1CCN(S(=O)(=O)c2cccc([N+](=O)[O-])c2)CC1,-6,0,4,-2,-2,-1,-3,-2,-5
CC(=O)N1CCCc2cc(S(=O)(=O)Nc3ccc4c(c3)OCO4)ccc21,9,10,6,3,-1,11,6,-6,1
CCC(Oc1ccccc1)C(=O)Nc1ccccc1C(=O)N1CCN(C)CC1 (centres undefined),2,-1,0,1,0,-1,10,-1,5
CC(=O)NNc1ncnc2c1cnn2-c1ccccc1,-2,-10,8,-3,-1,2,10,-7,-5

# Not all compounds are listed; the hit share may differ from the screen's.
